uPA generation: blocks generation of uPA at the cell surface; 330,000 tested, 0.31% active; Potency, µM (top dose mostly 38.3 µM), for the others: at the highest dose activity change, negative = inhibition, usual class: inhibitors; AID 540303; cell surface uPA generation assay, qHTS; active means well fitted inhibition curve with a large enough effect; inconclusive means small, poorly fitted or top-dose-only effect; inactive means no such curve, though single readings can be large or run the other way; tested in mouse RAW 264.7 cells; further: on the % scale 0 is the no-effect control and ±100 the full control effect; nearly all actives have a fitted effect of over 55% in size
ELG1 genotoxic: induces genotoxicity in HEK293T cells with luciferase-tagged ELG1. Potency, µM (doses to about 46 µM), for inactives: at the highest dose activity change, positive = activation, most hits filed as activators. HEK293T ELG1-luciferase reporter, luminescence, 16 h. 330,000 tested, 1.3% active; further: % of control where 0% means no effect; nearly all actives have a fitted effect of over 60% in size
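HEK293T cells expressing luciferase-tagged ELG1 were exposed to compound or DMSO vehicle for 16 hr at 37 °C and 5% CO2. Luciferase activity was then measured with ONE-Glo after 30 min at room temperature.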
NPC1 prom act: NPC1 promoter activation; Huh7 NPC1 promoter luciferase reporter, 24 h; Potency, µM (top dose mostly 9.22 µM), for the others: top-dose activation, usual class: activators; 320,000 tested, 2.4% active; AID 485313;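 further: % of control where 0% means no effect; nearly all actives have a fitted effect of over 60% in size; reporter is driven by a mutant NPC1 promoter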
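Compounds in DMSO were transferred onto Huh7 NPC1-luciferase reporter cells pre-incubated 2 h; after 24 h at 37 °C, Amplite reagent was dispensed and luminescence recorded 10 min later.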
RORg inh: inhibitors of mouse ROR gamma transcriptional activity | P51450 | Drosophila S2 Gal4-RORgamma UAS-luciferase reporter, 20 h | Potency, µM (titrated, usually from 53.6 µM), inactives show at the highest dose activity change, negative = inhibition, most hits filed as inhibitors | 310,000 tested, 5.4% active | AID 2551; further: on the % scale 0 is the no-effect control and ±100 the full control effect; nearly all actives have a fitted effect of over 60% in size
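ROR gamma transcriptional activity was tracked as Gal4-UAS luciferase output in stably transfected Drosophila Schneider cells, with compound added 1 hr before 700 uM copper sulfate induction and a 20 hr ambient-temperature incubation.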
Rab9 prom act: activators of Rab9 promoter | Potency, µM (highest dose often 9.22 µM), inactives show top-dose activation, negative = inhibition, actives largely listed as activators | 320,000 tested, 2.8% active | Huh7 Rab9 promoter-luciferase reporter, luminescence, 24 h; further: % of control where 0% means no effect; nearly all actives have a fitted effect of over 60% in size
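Promoter activation is measured as luciferase luminescence in Huh7 cells stably transfected with a Rab9 promoter–luciferase construct, following 24 h compound exposure at 37 °C and 10 min reagent incubation at ambient temperature.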
p53 reactivation: mutant p53 re-activation in reporter cells | AID 504706 | H1299 p53-A138V BP100-luciferase reporter, luminescence, 24 h | 320,000 tested, 0.063% active | Potency, µM (titrated, usually from 92.2 µM), for the others: at the top dose activity change, positive = activation, usual class: activators; further: % of control where 0% means no effect; nearly all actives have a fitted effect of over 45% in size
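H1299 (p53-null), stable ts p53-A138V + BP100-Luc; 1000 cells/well, Opti-MEM/10% FBS; cpd 4 pt, 1:5; 24 h, 37 deg C, 5% CO2; detection reagent 10 min RT; luminescence.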
VP16 counter: Gal4-VP16 reporter inhibition counter-screen | Potency, µM (top dose mostly 53.6 µM), inactives show top-dose activity, negative = inhibition, actives largely listed as inhibitors | Drosophila S2 Gal4-VP16 UAS-luciferase, luminescence, 20 h | 310,000 tested, 3.5% active | AID 2546;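 further: Gal4-VP16 expression switched on by copper sulfate through the metallothionein promoter; on the % scale 0 is the no-effect control and ±100 the full control effect; nearly all actives have a fitted effect of over 50% in size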
MBNL1-CUG inh: MBNL1-poly(CUG) RNA binding inhibition; Q9NR56; Potency, µM (doses to about 57.5 µM), inactives show top-dose activity change, negative = inhibition, most hits filed as inhibitors; 280,000 tested, 0.036% active; TR-FRET MBNL1-His/biotin-(CUG)12 binding, 665/545 ratio; active means well fitted inhibition curve with a large enough effect in the signal ratio, with a control signal flat, not every such curve was filed as active; inconclusive means small, poorly fitted or top-dose-only effect, or effect the other way, or a change in a side signal; inactive means no such curve, though single readings can be large or run the other way; the % refers to the signal ratio; further: on the % scale 0 is the no-effect control and ±100 the full control effect
Target sequence (Q9NR56 whole entry, looked up): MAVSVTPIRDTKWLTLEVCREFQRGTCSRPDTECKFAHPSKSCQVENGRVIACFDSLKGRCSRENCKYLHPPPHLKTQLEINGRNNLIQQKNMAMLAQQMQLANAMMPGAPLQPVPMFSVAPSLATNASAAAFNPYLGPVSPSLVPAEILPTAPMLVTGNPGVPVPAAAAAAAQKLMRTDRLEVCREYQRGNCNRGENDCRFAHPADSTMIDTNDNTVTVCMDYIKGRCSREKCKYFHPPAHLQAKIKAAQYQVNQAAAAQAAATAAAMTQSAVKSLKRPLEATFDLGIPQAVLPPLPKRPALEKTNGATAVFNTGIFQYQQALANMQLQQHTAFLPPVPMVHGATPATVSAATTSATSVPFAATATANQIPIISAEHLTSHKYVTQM
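MBNL1-His + Biotin-(CUG)12, cpd titration 92 nM–58 uM; Tb anti-His Ab 0.055 ng/ul, SA-XL665 5 nM (final); 60 min RT; ratiometric 665/545 nm, Ex 340 nm; normalized to buffer and full-complex controls.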
BRCA1 expr up: increases BRCA1 expression. MCF7-BRCA1-FFLuc reporter, luminescence, 48 h; response scale: scaled: vehicle 0%, 10 µM genistein 100%. Potency, µM (series often up to 46.1 µM), inactives show at the top dose activation, most hits filed as activators. 380,000 tested, 1.1% active; further: nearly all actives have a fitted effect of over 80% in size; some results filed as inactive show a strong effect at the top dose
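Using MCF7 cells harboring a BRCA1 firefly luciferase reporter, plated 2 h before compound pinning, the screen measured luminescence after 48 h incubation. Responses were normalized to DMSO and 10 microM genistein, then fitted for concentration-effect.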
FLuc modulator: inhibits or activates purified firefly luciferase, miR-21 counter-screen. purified FLuc, Km substrates, luminescence inhibition. Potency, µM (highest dose often 57.5 µM), inactives show at the top dose activity change, negative = inhibition, hits mostly inhibitors. 360,000 tested, 6.9% active. AID 588342;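 further: plate controls were vehicle for no effect and reference inhibitor for full effect; nearly all actives have a fitted effect of over 55% in size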
Target sequence (P08659 whole entry, looked up): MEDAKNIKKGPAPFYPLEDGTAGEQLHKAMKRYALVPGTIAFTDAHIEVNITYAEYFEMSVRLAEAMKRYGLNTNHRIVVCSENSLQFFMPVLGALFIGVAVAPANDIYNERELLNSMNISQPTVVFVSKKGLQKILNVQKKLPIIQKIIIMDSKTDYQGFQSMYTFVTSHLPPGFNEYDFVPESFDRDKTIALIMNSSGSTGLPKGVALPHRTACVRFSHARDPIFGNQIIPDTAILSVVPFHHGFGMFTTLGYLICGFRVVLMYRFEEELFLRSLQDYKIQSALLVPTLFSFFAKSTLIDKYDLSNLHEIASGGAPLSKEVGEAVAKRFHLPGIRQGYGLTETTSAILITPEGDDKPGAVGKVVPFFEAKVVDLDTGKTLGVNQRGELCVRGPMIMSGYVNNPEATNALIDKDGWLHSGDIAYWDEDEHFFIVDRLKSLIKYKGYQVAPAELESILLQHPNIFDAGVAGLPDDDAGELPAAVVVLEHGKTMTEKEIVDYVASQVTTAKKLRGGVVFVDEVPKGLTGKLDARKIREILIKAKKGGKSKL
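Biochemical qHTS of compounds, final roughly 60 µM downward over six points, against 10 nM purified firefly luciferase using Km concentrations of substrates (10 uM D-luciferin, 10 uM ATP) in Tris acetate pH 7.5 buffer; luminescence output.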
The depositor's hits bear a star; ? = inconclusive; · = not tested or not shown; [ ] = dose if it differs, or a comment. Unless noted, the call rests on the fitted dose curve; in most records, active means well fitted curve in the direction sought with a large enough effect; inconclusive means small, poorly fitted or top-dose-only effect, or another doubt; inactive means no such curve, though single readings can be large; an effect the other way counts as inactive or inconclusive. Potency means the concentration at half of the fitted maximal effect.

1. COc1cccc(NC(=O)NCCCN2CCN(c3ccc(F)cc3)CC2)c1
2. CCCCCC(=O)NC(=S)Nc1ccc2oc(=O)ccc2c1
3. Cc1cc(C)c(-c2cc(C(F)(F)F)no2)c(=O)[nH]1
4. CC(C)(C)NC(=O)C(c1ccncc1)N(C(=O)Cn1nnc(-c2ccc(F)cc2)n1)c1ccccc1 (stereo not drawn)
5. COc1ccccc1CNC(=O)CN1C(=O)NC2(CCC(C)CC2)C1=O (stereo not drawn)
6. CCN(CC)CCCOC(=O)C1(c2ccccc2)CCCC1
7. O=S(=O)(c1ccccc1)N(CC1CO1)c1cccc2ccccc12 (stereo not drawn)
8. COc1ccccc1N(C)S(=O)(=O)c1ccc(C(=O)N2CCC(C(N)=O)CC2)cc1

assay / entry,1,2,3,4,5,6,7,8
RORg inh,19%,11µM*,-33%,-38%,·,?,?,-10%
NPC1 prom act,-1%,-5%,-8%,0%,·,-1%,-1%,-2%
p53 reactivation,-4%,12%,-15%,-2%,-6%,-2%,-8%,0%
FLuc modulator,5%,2%,3%,?,·,0%,-1%,0%
ELG1 genotoxic,-2%,0%,3%,13%,2%,0%,-4%,-2%
MBNL1-CUG inh,-15%,9%,-6%,-25%,·,-1%,4%,-15%
BRCA1 expr up,-10%,-22%,-7%,-20%,-8%,-8%,-9%,-1%
uPA generation,0%,·,0%,2%,-2%,-6%,-5%,0%
Rab9 prom act,-5%,-6%,-2%,5%,·,-1%,-8%,0%
VP16 counter,12%,?,-7%,0%,·,2%,16%,3%

Sorted by value in NPC1 prom act (largest number first): 3 of the compounds above.
nr | SMILES | NPC1 prom act
4 | CC(C)(C)NC(=O)C(c1ccncc1)N(C(=O)Cn1nnc(-c2ccc(F)cc2)n1)c1ccccc1 (stereo not drawn) | 0%
6 | CCN(CC)CCCOC(=O)C1(c2ccccc2)CCCC1 | -1%
3 | Cc1cc(C)c(-c2cc(C(F)(F)F)no2)c(=O)[nH]1 | -8%

(further entries)
9. S=C(Nc1ccccc1Cl)N1CCCCCC1
10. O=C(c1cccs1)N1CCN=C1SCc1cccnc1
11. N/C(=N/O)c1cccn1Cc1ccccc1[N+](=O)[O-]
12. O=C(Nc1ccc(S(=O)(=O)N2CCCCC2)cc1)c1cccnc1Cl
13. CCCCn1c(=O)n(CC(=O)NCc2ccc(C)cc2)c(=O)c2c1nc(CO)n2CCC
14. COc1ccc(S(=O)(=O)N2CCN(C)CC2c2ccccc2)cc1OC (stereo not drawn)
15. O=C(NCCN1CCN(c2ccccc2)CC1)c1cccc(Cl)c1
16. O=C(Nc1cccc(Cl)c1)Nc1nc(-c2ccccc2)cs1

assay / entry,9,10,11,12,13,14,15,16
RORg inh,-25%,-9%,-18%,·,-5%,·,-22%,-4%
NPC1 prom act,4%,-4%,-5%,1%,-1%,-4%,-4%,7%
p53 reactivation,-14%,-2%,-3%,-8%,-5%,-15%,-1%,6%
FLuc modulator,1%,4%,0%,-1%,-6%,-3%,1%,-4%
ELG1 genotoxic,1%,-3%,1%,0%,-9%,1%,-3%,-1%
MBNL1-CUG inh,-7%,6%,10%,·,-3%,·,-4%,0%
BRCA1 expr up,32%,-31%,1%,-26%,-10%,-11%,3%,-34%
uPA generation,0%,-6%,-1%,3%,6%,-6%,-2%,0%
Rab9 prom act,9%,-1%,4%,1%,0%,-4%,-1%,-2%
VP16 counter,18%,0%,-3%,·,-19%,·,-4%,-21%

17. CCc1cc(C(=O)N2CCCC(CCC(=O)NCc3cccc(OC)c3)C2)no1 (stereo not drawn)
18. CC(C)C(NC(=O)C1CCC(C(C)(C)C)CC1)C(=O)NCCc1ccc(S(N)(=O)=O)cc1 (stereo not drawn)
19. O=C(NCc1ccco1)c1cc2ccc(O)cc2oc1=O
20. O=C(Nc1ccccc1O)c1nc(Cl)ccc1Cl
21. COCC(=O)Nc1ccc(S(=O)(=O)NCC2CCCO2)cc1 (stereo not drawn)
22. Cc1cccc(C(=O)OCC(=O)Nc2sc3c(c2C#N)CCC3)c1
23. COc1ccc(CC(NC(C)=O)C(=O)NC2CCN(C(=O)NCc3ccccc3)CC2)cc1OC (stereo not drawn)
24. Oc1c(C(c2ccco2)N2CCOCC2)sc2ncnn12 (stereo not drawn)

assay / entry,17,18,19,20,21,22,23,24
RORg inh,21%,7%,10µM*,23%,17%[1.91 µM],-16%,-2%,?
NPC1 prom act,0%,-5%,?,9%,-2%,-3%,-9%,-3%
p53 reactivation,0%,-1%,8%,-1%,·,-1%,-11%,26%
FLuc modulator,-5%,2%,11µM*,-8%,0%,7%,0%,5%
ELG1 genotoxic,2%,2%,?,2%,1%,-1%,0%,0%
MBNL1-CUG inh,-10%,-3%,?,-31%,-4%,·,-3%,?
BRCA1 expr up,13%,-38%,67%,-43%,0%,14%,4%,2%
uPA generation,-1%,-7%,0%,2%,3%,1%,11%,0%
Rab9 prom act,-2%,-4%,?,-3%,-2%,-3%,0%,2%
VP16 counter,-4%,10%,10µM*,0%,-9%,-26%,-1%,-13%

25. Cc1cc(C(F)(F)F)c(C#N)c(SCC(=O)NC(C)(C)C)n1
26. Cc1cccc(C)c1OC1(c2ccccc2)OC(=O)c2ccccc21 (stereo not drawn)
27. CC(=O)OCCN(Cc1ccccc1)Cc1ccc2c(c1)OCO2
28. COc1ccccc1C(=O)Nc1c2c(nn1-c1cccc(C)c1C)CS(=O)C2 (stereo not drawn)
29. CC(C)(C)NC(=O)C1Cc2ccccc2CN1 (stereo not drawn)
30. COc1ccccc1CCC(=O)OCC(=O)Nc1ccc(C(N)=O)cc1
31. CC1CCCN(C(=O)CCc2nnc(-c3ccc4c(c3)OCO4)o2)C1 (stereo not drawn)
32. C#CC1(NC(=O)NC(=O)c2c(F)cccc2F)CCCCC1

assay / entry,25,26,27,28,29,30,31,32
RORg inh,5%,37%,-1%,-15%,-4%,8%,21%,0%
NPC1 prom act,-3%,2%,-1%,-3%,-4%,-2%,?,-3%
p53 reactivation,-2%,0%,-5%,-2%,-2%,1%,7%,-3%
FLuc modulator,10%,-3%,0%,-1%,3%,1%,?,1%
ELG1 genotoxic,0%,-6%,-2%,7%,-2%,3%,?,0%
MBNL1-CUG inh,8%,-3%,-1%,-13%,-3%,13%,5%,·
BRCA1 expr up,-11%,-39%,10%,-13%,16%,-9%,67%,2%
uPA generation,9%,·,·,-5%,-10%,0%,-4%,9%
Rab9 prom act,-2%,-5%,0%,-3%,-1%,1%,28%,1%
VP16 counter,-4%,-1%,1%,-2%,-5%,-2%,?,-5%

Of the compounds above, these have a furan ring, fused or not.
19. O=C(NCc1ccco1)c1cc2ccc(O)cc2oc1=O
24. Oc1c(C(c2ccco2)N2CCOCC2)sc2ncnn12 (stereo not drawn)

assay / entry,19,24
RORg inh,10µM*,?
NPC1 prom act,?,-3%
p53 reactivation,8%,26%
FLuc modulator,11µM*,5%
ELG1 genotoxic,?,0%
MBNL1-CUG inh,?,?
BRCA1 expr up,67%,2%
uPA generation,0%,0%
Rab9 prom act,?,2%
VP16 counter,10µM*,-13%

(more compounds)
33. CCOc1cc(/C=C2\SC(N3CCCC(C)C3)=NC2=O)ccc1O (stereo not drawn)
34. CCC(=O)Nc1cccc(-c2ccc(N3CCC(C)CC3)nn2)c1
35. Brc1cccc(OCCOCCn2ccnc2)c1
36. Cc1c(CCC(=O)N2CCC(C(=O)NCCCCCC(=O)O)CC2)c(=O)oc2cc3oc4c(c3cc12)CCCC4
37. O=C1CC(c2ccccc2)CC(=O)C1=CN1CCCC1 (stereo not drawn)
38. O=C(NCc1ccccc1)NC1(C(=O)N2CCN(c3ncccn3)CC2)CCCCC1
39. CCOCCCNC(=S)N(CCCN(C)C)Cc1cc2cc3c(cc2[nH]c1=O)OCCO3
40. Cc1ccc(-n2ncc3c(N4CCN(c5ccc(F)cc5)CC4)ncnc32)c(C)c1
41. COC(=O)c1ccc2c(=O)n(CCCCCC(=O)N3CCN(c4ccccc4)CC3)c(=O)[nH]c2c1
42. c1ccc(Cc2noc(CN3CCC(CN4CCOCC4)CC3)n2)cc1
43. CCOc1ccccc1NC(=O)c1cccc(NC(=O)C2CCCC2)c1

assay / entry,33,34,35,36,37,38,39,40,41,42,43
RORg inh,24%,2.5µM*,-37%,?,-13%,-13%,-7%,0%,-3%,0%,49%
NPC1 prom act,15%,0.32µM*,2%,-3%,-2%,-7%,-6%,-20%,-2%,-1%,-6%
p53 reactivation,?,36%,3%,-14%,-2%,-2%,·,-4%,3%,-1%,-29%
FLuc modulator,9.5µM*,0.13µM*,5%,13µM*,-3%,2%,1%,-1%,-12%,0%,0%
ELG1 genotoxic,15%,0.73µM*,6%,9%,-2%,-1%,3%,-9%,-32%[inhibitor],-3%,-10%
MBNL1-CUG inh,?,7%,-2%,0%,-5%,1%,8%,-4%,0%,-10%,-1%
BRCA1 expr up,106%,63%,14%,-13%,0%,2%,-24%,-47%,-57%,-14%,2%
uPA generation,-2%,?,-3%,-5%,-1%,13%,11%,5%,-3%,5%,-2%
Rab9 prom act,-7%,0.32µM*,1%,-39%[inhibitor],-4%,-8%,0%,-34%[inhibitor],-2%,-1%,3%
VP16 counter,-5%,4µM*,2%,-3%,-26%,0%,-6%,5%,-30%,-13%,-6%

Screening data from PubChem.

Not a hit list. About 13% of those tested had a hit in this group.
